Screening data: PubChem, Broad Institute
DENV2 CPE rescue – DENV2-induced cell death inhibition; DENV2-infected cells, cytopathic effect rescue, plate reader; CPE inhibition, % at 9.99 µM; 350,000 compounds, 1.7% hits; in the data active means CPE inhibition above about 20%, passing the limit was not always enough; inconclusive means no clear call, values can overlap the other calls; tested in BHK-21 cells;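 further: 0% = median of neutral control wells and 100% = median of positive control wells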
ARNT-TACC3 inh – disruptors of human ARNT/TACC3 interaction | Q9Y6A5 | AlphaScreen His-ARNT PAS-B/GST-TACC3 binding, luminescence; TACC3 fragment carries E629A point mutation | inhibition, % at 9.99 µM | 390,000 compounds, 0.66% hits | AID 623870;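 active means mean inhibition of replicates at least 50% and at least half of replicates each reaching 50%; inconclusive means half or more replicates reach 50% but mean below 50%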;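 further: 0% = complete ARNT plus TACC3 wells and 100% = ARNT alone without TACC3; many hits fall short of the cut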
ERp5 block – ERp5 (human) disulfide isomerase inhibition; inhibition, % at 9.99 µM; Q15084; 350,000 compounds, 0.05% hits; ERp5 insulin aggregation, absorbance 650 nm, 90 min;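 active means mean replicate inhibition above about 25%, with every replicate also reaching it, limit read from the data, passing the limit was not always enough; inconclusive means only one of those two criteria met; inactive means neither criterion met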
Target sequence (Q15084 whole entry, looked up): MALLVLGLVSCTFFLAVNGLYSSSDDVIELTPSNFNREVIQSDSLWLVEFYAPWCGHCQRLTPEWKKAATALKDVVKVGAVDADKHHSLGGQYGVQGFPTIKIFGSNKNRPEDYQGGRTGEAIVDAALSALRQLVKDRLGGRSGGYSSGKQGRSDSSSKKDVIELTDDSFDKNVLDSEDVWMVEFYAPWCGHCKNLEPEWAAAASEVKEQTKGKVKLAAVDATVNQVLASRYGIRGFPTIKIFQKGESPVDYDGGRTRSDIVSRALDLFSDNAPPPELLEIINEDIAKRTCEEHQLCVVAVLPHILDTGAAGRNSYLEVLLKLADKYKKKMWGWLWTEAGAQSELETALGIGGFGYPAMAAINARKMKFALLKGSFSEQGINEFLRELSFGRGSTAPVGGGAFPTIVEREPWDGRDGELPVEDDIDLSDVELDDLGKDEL
XiGFP reactiv – reactivates the inactive X chromosome in mouse fibroblasts | XiGFP mouse fibroblasts, % GFP-positive cells imaging, 3 d; cells co-treated with 5-aza-dC sensitizer; scaled so ellipticine positive control = 100% | activation, % at 7.58 µM | 360,000 compounds, 0.055% hits | AID 743238;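 active means mean normalized replicate activation at least 10% and every replicate at or above 10%; inconclusive means only one of the two criteria met; inactive means mean below 10% and not all replicates reach 10%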;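 further: 0% = median of on-plate neutral control wells and 100% = ellipticine 6 µM median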
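Assay system: SV40-immortalized XiGFP fibroblast cells, line 68-5-11; buffer or medium: DMEM plus 5-aza-dC sensitizer; compound: one concentration, pinned; timing: compounds 3 days, fix/stain 15 min at room temperature; benchmarks: positive control ellipticine, 6 µM final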
PAX8 inh HTS – lowers PAX8-driven luciferase in RMG-I cells | RMG-I TPO-luciferase reporter, SteadyGlo, 24 h | inhibition, % at 12.6 µM | 360,000 compounds, 1.2% hits;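 active means mean replicate inhibition at least 60% with every replicate also reaching 60%; inconclusive means only one of the two criteria is met; inactive means mean below 60% and not all replicates reaching 60%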;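 further: luciferase light reporting Pax8 driven TPO promoter activity; plate controls were median of neutral control wells for no effect and mitoxantrone controls for full effect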
EWS-Fli inh – EWS/Fli transcriptional activity inhibition | A673 NR0B1-luciferase reporter, viability-normalised | inhibition, % at 12.6 µM | 350,000 compounds, 0.67% hits | AID 651661;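 active means mean inhibition of at least 50% after viability correction, with every replicate also passing that limit; inconclusive means mean reaches 50% but only one of two replicates passes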;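 further: firefly luciferase signal divided by Alamar Blue viability fluorescence both relative to DMSO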
CFTR F508del cor – CFTR F508del correction in bronchial cells; CFBE cells, YFP halide quenching; stimulated with forskolin plus potentiator P3; % fluorescence drop versus neutral controls; activity (quench increase), % at 7.58 µM; 350,000 compounds, 0.36% hits; AID 720511;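 active means mean added fluorescence quench of at least 8% versus neutral control, with both replicates also reaching 8%; inconclusive means only one of the mean or replicate conditions met; inactive means mean below 8% and not both replicates reaching 8%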;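 further: cells transiently co-express mutant CFTR-F508del with the halide-sensitive YFP; corrector assay measuring rescue of mutant channel to the surface after 24 h compound exposure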
INS-1E GSIS act – primary screen for activators of insulin secretion dependent on glucose, INS-1E cells, GLuc reporter luminescence; activation, % at 16.6 µM; 370,000 compounds, 0.61% hits; INS-1E GLuc reporter insulin secretion, 2-3 h;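 active means lowest replicate activation of at least 40%, so every replicate reaches that level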;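 further: 0% = median of neutral control wells and 100% = median of IBMX positive control wells; some compounds called inactive have numbers as strong as hits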
Numbers without * were called inactive; u = inconclusive; x = not tested or not shown.

Letters – A = DENV2 CPE rescue; B = ARNT-TACC3 inh; C = ERp5 block; D = XiGFP reactiv; E = PAX8 inh HTS; F = EWS-Fli inh; G = CFTR F508del cor; H = INS-1E GSIS act
> C=C1C(=O)[C@]23C[C@H]1CCC2[C@@]1(C)C(C[C@@H]3O)[C@](C)(C(=O)O)C[C@H](O)[C@@H]1O (stereo partly drawn)
  A = -5	B = x	C = 3	D = 0.0	E = 14	F = 2	G = 3.6	H = -4
> COCC(=O)N1CC(=O)N2[C@@H](CO)[C@H](c3ccc(C#CCc4ccccc4)cc3)[C@@H]2C1
  A = 5	B = x	C = 4	D = 0.0	E = -18	F = -6	G = 0.1	H = -23
> CCCCn1c(N)c(C(=S)NC(=O)CC(C)(C)C)c(=O)n(C)c1=O
  A = u	B = 3	C = -2	D = 0.1	E = -5	F = 10	G = x	H = x
> Cc1cccc(C(=O)NC(=S)Nc2ccccc2C(=O)O)c1
  A = 5	B = x	C = 0	D = 0.0	E = -19	F = -23	G = 1.0	H = -8
> Cc1noc(C)c1C(=O)N1CCC1(C)C(=O)NS(=O)(=O)c1ccccc1Cl (stereo not drawn)
  A = 13	B = x	C = 2	D = 0.3	E = -4	F = -3	G = 3.6	H = -5
> O=C(C[C@H]1C[C@H]2c3cc(NC(=O)Nc4ccccc4F)ccc3O[C@H]2[C@@H](CO)O1)NCC1CC1
  A = 7	B = 11	C = -5	D = 0.2	E = -12	F = -3	G = 3.7	H = 22
> NS(=O)(=O)c1ccc(CNC(=O)Cc2cccs2)cc1
  A = -3	B = -10	C = 2	D = 0.2	E = 12	F = -2	G = 3.3	H = 12
> C#CCNC(=O)C[C@@H]1C[C@@]2(C(=O)OC)CC(C)(C)CC=C2N(CCc2ccc(OC)c(OC)c2)C1=O
  A = -2	B = x	C = 7	D = 0.1	E = -16	F = -11	G = 3.4	H = x
> COc1ccc(OC)c(-c2nc(C(=O)NCC3CCCO3)cc3c2[nH]c2ccccc23)c1 (stereo not drawn)
  A = -19	B = 1	C = 3	D = x	E = x	F = 22	G = 0.6	H = x
> C[C@@H]1CN([C@@H](C)CO)C(=O)c2cc(-c3ccc(F)cc3)cnc2O[C@H]1CN(C)C(=O)c1ccncc1
  A = x	B = x	C = x	D = -0.5	E = x	F = -3	G = -2.0	H = 8
> COc1ccc(NC(=O)N2CCC(CO)(CC3CCCCO3)CC2)c(OC)c1 (stereo not drawn)
  A = 2	B = -3	C = u	D = 0.0	E = 0	F = -1	G = -0.1	H = 0
> O=C(Nc1ccc(Cl)c(S(=O)(=O)N2CCOCC2)c1)c1ccccc1-c1ccc(C(F)(F)F)cc1
  A = x	B = -7	C = x	D = 0.1	E = 5	F = x	G = x	H = -24
> CC(=O)n1cc([C@@H]2C=C(C(N)=O)O[C@H](OCCCCO)C2)c2ccccc21
  A = 16	B = 3	C = 1	D = x	E = 6	F = 4	G = -0.8	H = x
> C[C@@H]1CN([C@@H](C)CO)C(=O)c2cc(-c3ccccc3F)cnc2O[C@H]1CN(C)C
  A = -5	B = 6	C = -3	D = -0.6	E = x	F = -8	G = 1.1	H = 6
> O=C(NCc1ccco1)c1cccc2c1C(=O)c1ccc(N3CCCC3)cc1S2(=O)=O
  A = 2	B = -1	C = 2	D = 0.1	E = -3	F = -5	G = -0.6	H = -24
> CCCC#Cc1ccc([C@H]2[C@@H](CO)N3CCCCN(Cc4cccnc4)C[C@H]23)cc1
  A = 2	B = 12	C = x	D = 0.1	E = 0	F = 28	G = 1.1	H = 9
> Cc1ccc(S(=O)(=O)N2CCCOC2CNC(=O)C(=O)NCc2ccco2)cc1 (stereo not drawn)
  A = x	B = -3	C = x	D = 0.3	E = -12	F = x	G = x	H = 7
> CO[C@@H]1CC[C@@H]2CCN(C)C(=O)[C@H](C)[C@H](OC)CN(C)C(=O)c3cccc(C#N)c3OC[C@@H]1O2
  A = -2	B = 2	C = 6	D = 0.0	E = -1	F = -4	G = -0.4	H = -5
> C[C@H](CO)N1C[C@H](C)[C@@H](CN(C)C(=O)C2CCC2)Oc2ncc(C#Cc3ccccc3F)cc2C1=O
  A = 5	B = 0	C = -5	D = 0.3	E = 18	F = u	G = -5.3	H = -9
> COC(=O)c1sc(S(=O)(=O)N2CCCCC2)c(C(=O)OC)c1C
  A = x	B = -3	C = -7	D = x	E = 17	F = x	G = x	H = -2
> COc1ccc(CCC(=O)Nc2sccc2C#N)cc1
  A = x	B = x	C = 6	D = 0.0	E = -212	F = -132	G = -0.4	H = 4
> O=C1CC(c2ccccc2Cl)CC(O)=C1C=NCCCO (stereo not drawn)
  A = 0	B = -16	C = 1	D = 0.0	E = 3	F = 18	G = -3.9	H = 13
> COc1ccc(CCNC(=O)[C@@]2(Sc3ccc(C)cc3)CC(=O)N(C(C)C)[C@@H]2c2ccc(CO)cc2I)cc1
  A = -10	B = x	C = -5	D = x	E = 12	F = 1	G = 2.9	H = x
> C=C(C)COc1ccc(-c2ncncc2-c2ccccc2OC)c(O)c1
  A = 3	B = 2	C = 3	D = -0.1	E = 0	F = 10	G = 0.4	H = -16
> NC(=O)c1ccc(Sc2nnc(-c3cccs3)n2CC2CCCO2)c([N+](=O)[O-])c1 (stereo not drawn)
  A = 0	B = 1	C = 3	D = 0.0	E = 2	F = 75*	G = x	H = 8

The list goes on (five carried over from the part before).
Letters – A = DENV2 CPE rescue; B = ARNT-TACC3 inh; C = ERp5 block; D = XiGFP reactiv; E = PAX8 inh HTS; F = EWS-Fli inh; G = CFTR F508del cor; H = INS-1E GSIS act
> COc1ccc(CCC(=O)Nc2sccc2C#N)cc1
  A = x	B = x	C = 6	D = 0.0	E = -212	F = -132	G = -0.4	H = 4
> O=C1CC(c2ccccc2Cl)CC(O)=C1C=NCCCO (stereo not drawn)
  A = 0	B = -16	C = 1	D = 0.0	E = 3	F = 18	G = -3.9	H = 13
> COc1ccc(CCNC(=O)[C@@]2(Sc3ccc(C)cc3)CC(=O)N(C(C)C)[C@@H]2c2ccc(CO)cc2I)cc1
  A = -10	B = x	C = -5	D = x	E = 12	F = 1	G = 2.9	H = x
> C=C(C)COc1ccc(-c2ncncc2-c2ccccc2OC)c(O)c1
  A = 3	B = 2	C = 3	D = -0.1	E = 0	F = 10	G = 0.4	H = -16
> NC(=O)c1ccc(Sc2nnc(-c3cccs3)n2CC2CCCO2)c([N+](=O)[O-])c1 (stereo not drawn)
  A = 0	B = 1	C = 3	D = 0.0	E = 2	F = 75*	G = x	H = 8
> COCCN(Cc1ccccc1)C(=O)c1ccc2c(=O)n3c(nc2c1)CCC3
  A = -3	B = -7	C = 11	D = -0.1	E = 6	F = -2	G = -1.2	H = 14
> CC(C)NC(=O)Nc1cccc2c1O[C@H](CN(C)C(=O)Nc1ccc(F)cc1)[C@@H](C)CN([C@@H](C)CO)C2=O
  A = -10	B = -2	C = 0	D = 0.0	E = 1	F = 0	G = 0.9	H = -4
> O=C(CSc1nnc(-c2ccccc2O)o1)N1CCCCC1
  A = -2	B = 0	C = -2	D = 0.3	E = -93	F = -23	G = 2.5	H = 35
> CCOc1cc(/C=C2\CCCC(C(=O)C(F)(F)F)=C2O)ccc1O
  A = x	B = 0	C = x	D = 0.0	E = -13	F = x	G = x	H = -23
> O=C(Nc1nc(OCC(F)(F)F)cnc1/C=C\c1ccccc1)c1ccsc1
  A = -7	B = x	C = 8	D = 0.2	E = -9	F = -96	G = 1.1	H = 0
> Cc1nn(C)c(C(=O)NN)c1Cl
  A = 3	B = x	C = -2	D = 0.0	E = 3	F = -9	G = -2.4	H = 1
> Fc1ccc(-c2nc3ccc(Cl)cn3c2Cc2cccc(F)c2)cc1
  A = -3	B = x	C = -22	D = 0.1	E = -60	F = -49	G = 1.2	H = x
> COc1ccccc1C#Cc1cnc2c(c1)C(=O)N([C@@H](C)CO)C[C@H](C)[C@@H](CN(C)S(=O)(=O)c1cn(C)cn1)O2
  A = -4	B = 0	C = -3	D = 0.0	E = 14	F = -24	G = -0.2	H = -3
> CN1C(=O)c2cc(NC(=O)c3ccc(F)cc3)ccc2OC[C@H]2O[C@H](CC(=O)NCC3CCCCC3)CC[C@@H]21
  A = -3	B = -15	C = 6	D = 0.0	E = -15	F = 3	G = 0.3	H = 0
> CC(=O)C[C@@H](O)CC(=O)[C@@H]1OC(=O)CCCCC/C=C/Cc2ccccc21
  A = -11	B = -2	C = 0	D = 0.2	E = -3	F = -7	G = 1.1	H = -14
> Nc1c(NCCCN2CCOCC2)c2ccccc2oc1=O
  A = 1	B = 26	C = 1	D = x	E = x	F = 4	G = 0.5	H = x
> CCOC(=O)c1c(C)c(C(=O)NCC2CCCO2)c(C)n1CC (stereo not drawn)
  A = 8	B = 5	C = 2	D = x	E = x	F = 6	G = 2.1	H = x
> CNC(=O)N(O)C1N(/N=C/c2ccc(N(C)C)cc2)C(=S)SC1(C)C (stereo not drawn)
  A = -2	B = -2	C = 2	D = 0.0	E = 2	F = 16	G = 0.9	H = -12
> Cc1noc(C)c1NC(=O)N(C)C[C@@H]1Oc2c(NC(=O)Nc3ccccc3)cccc2C(=O)N([C@@H](C)CO)C[C@@H]1C
  A = x	B = x	C = x	D = 0.1	E = x	F = -2	G = -0.9	H = 11
> CC(=O)Nc1ccc(C(=O)N2CCOCC2c2cc(C(=O)NCc3ccccc3)no2)cc1 (stereo not drawn)
  A = -7	B = x	C = -5	D = -0.1	E = -6	F = -6	G = 1.6	H = -6
> C[C@@H]1CN([C@@H](C)CO)C(=O)Cc2cc(NC(=O)c3ccncc3)ccc2O[C@@H]1CN(C)C(=O)Nc1ccc(F)cc1
  A = x	B = x	C = x	D = 0.2	E = -7	F = 1	G = -0.7	H = 7
> Cc1ccc(CS(=O)Cc2ccc(C(=O)N3CCOCC3)o2)cc1 (stereo not drawn)
  A = -3	B = 3	C = -4	D = 0.0	E = -10	F = 3	G = 4.0	H = -2
> CCCCN(C(=O)c1ccc(Cl)c([N+](=O)[O-])c1)c1c(N)n(CCC)c(=O)[nH]c1=O
  A = 0	B = -7	C = 6	D = -0.1	E = -7	F = 1	G = -0.5	H = -18
> CCOc1ccc(N(CC(=O)NCCc2ccccc2)S(=O)(=O)c2ccccc2)cc1
  A = 10	B = -3	C = -1	D = 0.1	E = -4	F = 4	G = -4.0	H = 2
> N#Cc1c(/N=C/c2ccco2)oc(-c2ccccc2)c1-c1ccccc1
  A = x	B = -7	C = x	D = 0.1	E = 11	F = x	G = x	H = -12
> CC(=O)Nc1ccc(NC(=O)C2CC(=O)N(Cc3ccco3)C2)cc1 (stereo not drawn)
  A = 1	B = 0	C = -3	D = 0.0	E = -16	F = 0	G = -1.0	H = 24
> Cc1cc(C)cc(NC(=O)c2ccc(NC(=O)c3ccco3)cc2)c1
  A = 9	B = -2	C = -2	D = 0.0	E = 13	F = x	G = -0.7	H = 17
> Cc1cc(C)cc(N(CC(=O)NCCSCc2ccccc2)S(C)(=O)=O)c1
  A = 7	B = -5	C = 4	D = 0.1	E = 8	F = -1	G = 0.7	H = -11
